# Bioassay records: PubChem BioAssay, National Center for Advancing Translational Sciences (NCATS)
# ALDH1A1 inh = qHTS Assay for Inhibitors of Aldehyde Dehydrogenase 1 (ALDH1A1). Purified ALDH1A1, NADH fluorescence, propionaldehyde substrate. Potency, µM (series often up to 75.3 µM), for the others: at the top dose activity, negative = inhibition, hits mostly inhibitors. actives 7.3% (n = 220,000); active = well fitted inhibition curve with a large enough effect, not every such curve was filed as active; inconclusive = small, poorly fitted or top-dose-only effect, or another doubt; inactive = no such curve, though single readings can be large or run the other way;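 also: plate controls were no enzyme wells and a reference inhibitor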
# Target sequence (P00352 whole entry, looked up): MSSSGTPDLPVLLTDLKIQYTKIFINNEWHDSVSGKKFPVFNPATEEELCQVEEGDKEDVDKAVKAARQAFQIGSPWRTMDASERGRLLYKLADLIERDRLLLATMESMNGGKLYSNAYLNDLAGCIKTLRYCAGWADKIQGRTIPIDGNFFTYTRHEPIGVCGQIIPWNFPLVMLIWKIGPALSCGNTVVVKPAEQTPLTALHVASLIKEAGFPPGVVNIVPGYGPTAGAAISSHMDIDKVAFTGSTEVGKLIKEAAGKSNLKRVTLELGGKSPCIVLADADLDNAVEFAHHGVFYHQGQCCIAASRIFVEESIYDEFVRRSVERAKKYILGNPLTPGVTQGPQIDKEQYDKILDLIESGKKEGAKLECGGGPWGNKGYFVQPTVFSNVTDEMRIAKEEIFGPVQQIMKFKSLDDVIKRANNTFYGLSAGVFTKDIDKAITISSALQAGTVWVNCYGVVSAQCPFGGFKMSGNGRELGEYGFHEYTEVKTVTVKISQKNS
# SMN2 splice enh = qHTS Assay for Enhancers of SMN2 Splice Variant Expression | HEK293 SMN2-luciferase splicing reporter, luminescence, 30-36 h | actives 2.8% (n = 210,000) | Potency, µM (highest dose often 46.1 µM), for inactives: top-dose activity change, positive = activation, hits mostly activators; also: % of control where 0% means no effect; nearly all actives have a fitted effect of over 55% in size
#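 HEK293 cells carry an SMN2 […]–luciferase reporter in which exon 7 inclusion puts luciferase in frame. Cells were plated 10-12 h before compound addition, then incubated 30-36 h at 37C. ONE-Glo luminescence was read; sodium butyrate at 4.5 mM final served as control.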
# TRb-SRC2 inh = qHTS for Inhibitors of the Interaction of Thyroid Hormone Receptor and Steroid Receptor Coregulator 2; Thyroid hormone receptor beta (Homo sapiens), P10828; TRbeta-SRC2 peptide binding, fluorescence polarization; receptor liganded with 1 µM T3; Potency, µM (top dose mostly 106 µM), inactives show at the highest dose activity change, negative = inhibition, usual class: inhibitors; actives 0.065% (n = 280,000);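 also: plate controls were bound peptide for no effect and peptide without receptor for full effect; nearly all actives have a fitted effect of over 50% in size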
#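 Read-out is fluorescence polarization (555 nm excitation, 632 nm emission) of a Texas Red SRC2 coactivator peptide; loss of signal reflects blocked binding to human TRb ligand-binding domain in the presence of 1 uM T3.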
# LMNA splice mod = qHTS Assay for Modulators of Lamin A Splicing. HeLa LMNA splicing GFP/RFP minigene ratio, 48 h. Potency, µM (titrated, usually from 46.1 µM), without a hit: at the highest dose ratio change, negative = inhibition, hits mostly inhibitors. actives 0.01% (n = 200,000). AID 1487, 2009; active = well fitted inhibition curve with a large enough effect in the signal ratio, with a control signal flat, not every such curve was filed as active; inconclusive = small, poorly fitted or top-dose-only effect, or effect the other way, or a change in a side signal; the % refers to the signal ratio; also: % is scaled to controls: 0 for no effect and ±100 for the full control effect
#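 S3 HeLa cells stably expressing lamin A-EGFP splicing minigene plus DsRed2, 600 cells/well, 48 h compound exposure at 37C. Laser-scanning cytometry; analysed as GFP (500-530 nm)/RFP (575-640 nm) total intensity ratio; 0.5% DMSO vehicle.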
# JMJD2E inh = qHTS Assay for Inhibitors of Human Jumonji Domain Containing 2E (JMJD2E). Lysine-specific demethylase 4E (Homo sapiens), B2RXH2. Potency, µM (titrated, usually from 57.1 µM), for the others: at the highest dose activity change, negative = inhibition, most hits filed as inhibitors. actives 1.6% (n = 230,000). JMJD2E catalytic domain, FDH-coupled NADH fluorescence (FDH is formaldehyde dehydrogenase). AID 2147, 2009; active = well fitted inhibition curve with a large enough effect, not every such curve was filed as active; inconclusive = small, poorly fitted or top-dose-only effect, or another doubt; inactive = no such curve, though single readings can be large or run the other way;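 also: 0% = wells with enzyme and -100% = buffer wells without enzyme; nearly all actives have a fitted effect of over 50% in size; many of its hits are not listed in these tables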
# TexasRed fluor = Total Fluorescence Counterscreen for Inhibitors of the Interaction of Thyroid Hormone Receptor and Steroid Receptor Coregulator 2; TRb/SRC2 Texas Red total fluorescence interference; Potency, µM (top dose mostly 106 µM), for inactives: at the highest dose fluorescence change, negative = quenching; actives 0.29% (n = 280,000); AID 1479, 2009; active = well fitted curve in either direction with a large enough effect; inconclusive = small, poorly fitted or top-dose-only effect; also: % is scaled to controls: 0 for no effect and ±100 for the full control effect
#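 Flags fluorescent or light-absorbing compounds by total fluorescence, S + 2P, at 555 nm excitation and 632 nm emission. Mixture: 20 nM Texas Red SRC2 peptide, 0.6 uM human TRb LBD, 1 uM T3, 5% DMSO; compound exposure 5 h at ambient temperature.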
# GoLoco inh red = qHTS Assay for Inhibitors of RGS12 GoLoco Motif Activity (Red Fluorophore); Gai1:RGS12 GoLoco peptide FP, rhodamine, 10 min; Potency, µM (highest dose often 61.6 µM), for inactives: at the top dose activity, negative = inhibition, actives largely listed as inhibitors; actives 0.44% (n = 230,000); active = well fitted inhibition curve with a large enough effect, not every such curve was filed as active; inactive = no such curve, though single readings can be large or run the other way; also: % is scaled to controls: 0 for no effect and ±100 for the full control effect; nearly all actives have a fitted effect of over 30% in size; many of its hits are not listed in these tables
# Target sequence (P63096 whole entry, looked up): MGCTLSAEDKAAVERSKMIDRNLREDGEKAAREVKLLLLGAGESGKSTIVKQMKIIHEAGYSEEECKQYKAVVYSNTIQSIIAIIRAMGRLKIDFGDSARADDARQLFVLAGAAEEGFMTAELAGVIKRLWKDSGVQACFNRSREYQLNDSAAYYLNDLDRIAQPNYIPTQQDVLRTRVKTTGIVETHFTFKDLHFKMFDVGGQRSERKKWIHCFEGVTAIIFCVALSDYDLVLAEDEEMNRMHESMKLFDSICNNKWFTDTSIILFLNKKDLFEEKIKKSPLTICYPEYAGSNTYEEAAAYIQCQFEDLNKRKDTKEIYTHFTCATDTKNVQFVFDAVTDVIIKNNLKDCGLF
# RECQ1 helicase = qHTS Assay for Inhibitors of RecQ-Like Dna Helicase 1 (RECQ1); ATP-dependent DNA helicase Q1 (Homo sapiens), P46063; RECQ1 DNA unwinding, red fluorescence kinetic read; Potency, µM (top dose mostly 57.3 µM), inactives show at the highest dose activity, negative = inhibition, hits mostly inhibitors; actives 0.54% (n = 240,000);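 also: plate controls were vehicle for no effect and no enzyme for full effect; nearly all actives have a fitted effect of over 30% in size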
#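 50 nM RECQ1T1 preincubated 15 min with compound in Tris pH 8.0 buffer with MgCl2, DTT, Tween-20 and 2.5 ug/ml poly(dI-dC); started with 200 nM TAMRA/BHQ-2 forked duplex and 2 mM ATP. Unwinding read as fluorescence (525/598 nm), two reads 2 h apart.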
# An asterisk follows results filed as active; i = inactive; u = inconclusive; x = no result given; & = joins results of further samples; [ ] = remark or other dose. Unless noted, calls follow the shape of the dose curve; as a rule, active = well fitted curve in the direction sought with a large enough effect; inconclusive = small, poorly fitted or top-dose-only effect, or another doubt; inactive = no such curve, though single readings can be large; an effect the other way counts as inactive or inconclusive. Potency is read from the fitted curve at half-maximal effect.
SMILES,ALDH1A1 inh,SMN2 splice enh,TRb-SRC2 inh,LMNA splice mod,JMJD2E inh,TexasRed fluor,GoLoco inh red,RECQ1 helicase
O=Cc1c(Cl)[nH]c(=O)n1-c1ccccc1,8%,x,2%,6%[46 µM],11%,-3%,16%,-6%
O=C(NCCCN1CCOCC1)C(=O)NCc1ccc(Cl)cc1,8%,-11%,5%,17%[46 µM],5%,1%,21%,-13%
CCOc1ccc(-c2cc(C(=O)NCCCn3ccnc3)c3ccccc3n2)cc1,u,21%,-4%,11%[46 µM],u,1%,20%,-17%
CCc1cccc(C)c1NC(=S)N(Cc1cccnc1)Cc1ccco1,3%,6%,-2%,-19%,0%,-4%,4%,5%
CCOc1ccc(C(=O)NC(=S)Nc2cccnc2)cc1,u,u,3%,2%,-4%,0%,5%,-2%
CCCNC(=O)CSc1nc2ccc(OCC)cc2s1,3%,-11%,-4%,-12%[46 µM],9%,0%,5%,i
CCOc1ccc(NC(=O)c2cnc3scc(C)n3c2=O)cc1,8%,24%,-1%,-2%,-3%,-1%,-1%,-15%
OCCNC(=S)Nc1ccc2nsnc2c1,-1%,20%,7%,u,-19%,-4%,6%,8%
CCOc1ccc(C(=O)NN2C(=O)C3C4C=CC(O4)C3C2=O)cc1 (stereo not given),13µM*,5%,2%,7%,5%,0%,-18%,-18%
Cc1ccccc1NC(=O)CSc1ccc(-c2ccco2)nn1,u,-3%,3%,-6%,u,-4%,3%,-13%
CCOc1c(Br)cc(C(N)=O)cc1OC,-1%,20%,1%,10%,-1%,-5%,-9%,8%
O=S(=O)(Nc1ccc2c(c1)nc1n2CCN(Cc2ccccc2)C1)c1ccc(Cl)cc1,u,-21%,-1%,u,u,4%,21%,-7%
Cc1[nH]c2ccc3c(ncn3CCC#N)c2c1C,-2%,14%,7%,10%,u,-1%,16%,3%
CCc1ccc(C2=NNC(=Nc3cccc(S(=O)(=O)N(C)C)c3)SC2)cc1,0%,-80%[inhibitor],6%,u,3%,-3%,7%,-11%
O=C(/C=C/c1ccccc1)C1=C(O)C(=O)N(CCO)C1c1cccc([N+](=O)[O-])c1 (stereo not given),x,x,1%,x,-3%,-2%,3%,-5%
COc1ccc(C(=O)CCC(=O)O)c(C)c1,4%,2%,-11%,-5%,-2%,0%,-1%,-3%
CCOC(=O)/C(=N\Nc1cccc(C(F)(F)F)c1)N(CCOC)CCOC,-11%,-6%,1%,-2%,-8%,-10%,0%,-1%
CC(=O)OC(C)C,5%,-6%,-2%,x,x,-1%,9%,-8%
COc1ccc(C2NC(=O)CS2)cc1OC (stereo not given),2%,11%,-1%,3%,-7%,2%,-10%,i
CCc1ccc(OCC(=O)N/N=C(\C)c2ccc3c(c2)OCCO3)cc1,-6%,8%,7%,u,3%,-5%,12%,-5%
COc1ccc(CNC(=O)CN2CCC(n3nnc4cc(F)ccc43)CC2)cc1,2%,-10%,-9%,14%[46 µM],-15%,-1%,21%,-7%
CCc1nc(N)c(C#N)c(-c2ccccc2OC)c1C,u,10%,2%,1%,u,0%,0%,-5%
Cc1ccc(Cl)cc1N1CCN(S(=O)(=O)c2ccc3[nH]c(=O)c(=O)[nH]c3c2)CC1,3%,-27%,0%,-1%[9.22 µM],u,-1%,11%,-6%
O=C(CCSCc1cccc(Cl)c1)NCCc1ccc(Cl)cc1,u,x,1%&-6%,-2%[46 µM],-17%,-2%&-6%,x,-7%
Cc1cccc(-c2n[nH]c([N+](=O)[O-])n2)c1,1%,-7%,-5%,13%,-3%,0%,4%,-4%
CC(C)C[C@H](CO)Nc1nc(N(C)c2cccc(Cl)c2)c2ncn(C(C)C)c2n1,x,x,4%,x,2%,-2%,-2%,i
CC(=O)N(C(C)=O)N1C(=O)/C(=C/c2ccc(Cl)cc2)SC1=S,u,-10%,-2%,u,-9%,0%,4%,i
Cc1ccc(N2CC(C(=O)Oc3cccc(N4C(=O)CCC4=O)c3)CC2=O)cc1 (stereo not given),-6%,28%,-4%,-9%,3%,0%,-1%,-7%
Cc1ccc(N=c2oc3cc(O)ccc3cc2C(N)=O)cc1,-2%,x,1%,u,2%,-6%,x,i
O=C(Nc1ccc(S(=O)(=O)Nc2ccc(Cl)cc2)cc1)C1CCCO1 (stereo not given),8%,-76%[inhibitor],-7%,u,-2%,0%,-11%,-8%
CCOc1ccccc1NC(=O)Cc1coc2cc(C)ccc12,12%,-36%,3%,-25%,3%,-1%,0%,-10%
CCOc1ncccc1C(=O)Nc1nc(SC)ns1,-9%,u,-2%,x,-3%,1%,0%,-9%
Cn1c(SCc2ccccc2)nnc1-c1ccncc1,9%,-1%,3%,1%,-4%,0%,7%,i
CCn1c(SCC(=O)c2ccccc2)nnc1-c1cccs1,u,8%,-1%,-15%,1%,-2%,8%,-3%
COc1ccc(-c2nc(S(=O)(=O)c3ccc(C)cc3)c(N3CCCC3)o2)cc1,u,-6%,2%,1%,0%,-1%,-2%,-13%
COc1cc(C2NC(=S)NC(C)=C2C(=O)Nc2cc(C)cc(C)c2)ccc1O (stereo not given),x,x,-4%,x,-2%,-1%,1%,-3%
Cc1cccc(N2CCN(C(=O)CN3C(=O)NC(C)(C)C3=O)CC2)c1C,7%,x,2%,x,-3%,-2%,8%,-16%
CCc1ccccc1NC(=O)N1CCC(NC(=O)C(Cc2ccccc2)NC(C)=O)CC1 (stereo not given),0%,x,7%,u,6%,1%,-3%,-9%
COc1ccc(C2(CNC(=O)c3cccc([N+](=O)[O-])c3)CCOCC2)cc1OC,6%,-1%,-5%,-11%,2%,0%,10%,-3%
COc1ccccc1NC(=O)Nc1ccccc1C(=O)NCCCN1CCOCC1,u,x,-6%,-15%[46 µM],5%,0%,-16%,-1%

# For reference, some entries already given.
SMILES,ALDH1A1 inh,SMN2 splice enh,TRb-SRC2 inh,LMNA splice mod,JMJD2E inh,TexasRed fluor,GoLoco inh red,RECQ1 helicase
COc1ccc(C2(CNC(=O)c3cccc([N+](=O)[O-])c3)CCOCC2)cc1OC,6%,-1%,-5%,-11%,2%,0%,10%,-3%
COc1ccccc1NC(=O)Nc1ccccc1C(=O)NCCCN1CCOCC1,u,x,-6%,-15%[46 µM],5%,0%,-16%,-1%

# The listing continues.
SMILES,ALDH1A1 inh,SMN2 splice enh,TRb-SRC2 inh,LMNA splice mod,JMJD2E inh,TexasRed fluor,GoLoco inh red,RECQ1 helicase
CC1CCc2cc(F)cc3c(O)c(C(=O)NCc4ccco4)c(=O)n1c23 (stereo not given),-12%,-21%,0%,-6%,u,3%,2%,15%
Cc1n[nH]c(C)c1CCCOc1ccccc1,6%,-18%,5%,-17%,2%,3%,5%,-14%
O=C(CNC(=O)c1ccccc1)OCC(=O)N1c2ccccc2Sc2ccccc21,-3%,-1%,-8%,0%,6%,-1%,-1%,-5%
O=C(CCNS(=O)(=O)c1cccc2nsnc12)Nc1ccc2c(c1)OCCO2,-3%,5%,1%,-4%,-10%,0%,5%,11%
C=C(C)C(=O)Nc1cccc(C2=NOC3(C2)C[C@H](C(N)=O)N(C(=O)CC)C3)c1 (stereo not given in full),x,x,-2%,x,-11%,-2%,4%,-20%
O=C(CCC1CCCN(C(=O)c2ccc3c(c2)OCCO3)C1)NCc1ccccc1F (stereo not given),u,x,-7%,x,-1%,-1%,-1%,-4%
Cc1c(Cl)c([N+](=O)[O-])nn1Cc1ccc(C(=O)N/N=C\c2cccc(Br)c2)o1,4%,10%,1%,-8%,3%,-4%,4%,-8%
Cn1c(=O)[nH]c(=O)c2c1nc(NCc1ccccc1)n2CC(O)c1ccccc1 (stereo not given),12%,-7%,5%,-6%,4%,-2%,4%,-11%
Cc1ccc(S(=O)(=O)O)cc1C,3%,1%,0%,u,x,0%,7%,-2%
CCc1ccc(OCC(=O)OCC(=O)c2ccc3c(c2)NC(=O)CO3)cc1,-4%,15%,-2%,6%,3%,0%,6%,-9%
Cc1cc(/C=C(/C#N)c2cccc(Cl)c2)c(C)n1C,u,4%,-9%,10%,-2%,0%,0%,-3%
Cc1ccc(CN(C(=O)Cc2cccs2)C(C(=O)NC2CCCC2)c2ccncc2)cc1 (stereo not given),u,-3%,1%,-9%,u,-2%,0%,-6%
O=NC1=C(c2c(O)[nH]c3ccccc23)CCCC1,-2%,36%,-4%,-8%,-24%,-1%,6%,-1%
O=C(c1ccccc1NS(=O)(=O)c1ccc(F)cc1)N1CCc2ccccc21,-2%,-16%,2%,-6%,6%,1%,6%,-3%
O=C(Nc1ccc(OC(F)F)cc1)c1ccccn1,-6%,7%,-2%,x,13%,-3%,-8%,1%
Cc1cccc(NC(=O)c2sc(Cl)nc2-c2ccccc2)c1,-9%,19%,-17%,-21%,-25%,-2%,10%,i
CCOc1ccc(OCC)c(NC(=O)CSc2nnc(-c3cccnc3)o2)c1,-5%,8%,-5%,u,-3%,-1%,6%,i
Cc1ccc(-c2nnn(CC(=O)N(Cc3cccs3)C(C(=O)NC3CCCC3)c3ccncc3)n2)cc1 (stereo not given),u,-24%,9%,u,u,3%,13%,-1%
Fc1ccc(NC(=S)N/N=C/c2ccc(F)c(F)c2)cc1,9%,-1%,0%,u,2%,-3%,12%,i
Cc1ccc(C(=O)N2CC3(C)CN(C(=O)c4ccc(C)cc4)CC(C)(C2)C3=O)cc1,2%,2%,10%,-5%,-7%,-2%,6%,-3%
C=CCNC(=S)NCC,x,x,9%,x,-3%,0%,5%,-1%

# A portion of the library (hit frequency here may not be typical).
